KDM5B inhibitor – Primary screen for KDM5B Histone Demethylases FDH-coupled qHTS; Lysine-specific demethylase 5B (Homo sapiens), Q9UGL1; KDM5B demethylase, FDH-coupled NADH fluorescence (FDH is formaldehyde dehydrogenase); Potency, µM (titrated, usually from 57.7 µM), for the others: at the top dose activity change, negative = inhibition, usual class: inhibitors; 220,000 compounds, 2.6% hits; active = well fitted inhibition curve with a large enough effect; inconclusive = small, poorly fitted or top-dose-only effect; inactive = no such curve, though single readings can be large or run the other way; also: 0% is about no effect; nearly all actives have a fitted effect of over 70% in size
Target sequence (Q9UGL1 whole entry, looked up): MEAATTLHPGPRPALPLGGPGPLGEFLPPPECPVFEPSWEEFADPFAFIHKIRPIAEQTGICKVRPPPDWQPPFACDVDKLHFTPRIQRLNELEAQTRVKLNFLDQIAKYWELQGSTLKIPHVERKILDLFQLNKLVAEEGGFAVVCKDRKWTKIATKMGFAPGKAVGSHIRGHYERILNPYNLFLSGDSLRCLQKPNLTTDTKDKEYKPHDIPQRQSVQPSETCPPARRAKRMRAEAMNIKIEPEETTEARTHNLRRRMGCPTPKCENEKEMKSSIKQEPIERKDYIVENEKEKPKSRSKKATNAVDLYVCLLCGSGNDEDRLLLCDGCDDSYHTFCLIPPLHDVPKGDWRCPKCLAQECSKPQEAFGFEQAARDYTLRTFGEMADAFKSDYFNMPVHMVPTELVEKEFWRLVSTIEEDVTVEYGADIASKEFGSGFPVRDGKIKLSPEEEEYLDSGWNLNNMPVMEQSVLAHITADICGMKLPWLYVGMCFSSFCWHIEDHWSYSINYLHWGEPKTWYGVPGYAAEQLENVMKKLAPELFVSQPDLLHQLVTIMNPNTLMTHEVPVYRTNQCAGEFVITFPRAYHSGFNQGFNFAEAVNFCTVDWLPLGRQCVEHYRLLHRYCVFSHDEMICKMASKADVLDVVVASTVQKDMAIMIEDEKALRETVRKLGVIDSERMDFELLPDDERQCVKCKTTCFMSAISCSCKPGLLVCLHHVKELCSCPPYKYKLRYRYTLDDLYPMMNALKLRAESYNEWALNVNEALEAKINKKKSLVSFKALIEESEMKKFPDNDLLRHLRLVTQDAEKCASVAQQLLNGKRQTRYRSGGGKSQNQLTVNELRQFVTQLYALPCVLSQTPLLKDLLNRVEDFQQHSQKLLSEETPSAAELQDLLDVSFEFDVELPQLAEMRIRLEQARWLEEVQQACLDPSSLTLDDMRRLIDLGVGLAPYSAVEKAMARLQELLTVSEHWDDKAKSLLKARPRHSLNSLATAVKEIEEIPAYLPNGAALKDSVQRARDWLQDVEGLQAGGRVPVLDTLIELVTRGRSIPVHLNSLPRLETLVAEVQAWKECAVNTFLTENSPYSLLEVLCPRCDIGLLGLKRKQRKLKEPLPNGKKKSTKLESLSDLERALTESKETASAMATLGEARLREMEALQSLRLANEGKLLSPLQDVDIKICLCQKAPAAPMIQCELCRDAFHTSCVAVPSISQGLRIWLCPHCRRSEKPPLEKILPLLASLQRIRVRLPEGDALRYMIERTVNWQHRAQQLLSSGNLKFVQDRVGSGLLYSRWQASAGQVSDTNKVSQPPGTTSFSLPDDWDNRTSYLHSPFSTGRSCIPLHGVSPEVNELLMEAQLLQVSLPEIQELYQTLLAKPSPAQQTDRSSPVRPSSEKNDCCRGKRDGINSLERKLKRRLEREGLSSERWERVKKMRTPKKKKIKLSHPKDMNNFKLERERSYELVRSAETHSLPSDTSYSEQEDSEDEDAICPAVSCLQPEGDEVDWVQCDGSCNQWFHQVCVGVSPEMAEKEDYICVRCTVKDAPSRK
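Here, H3K4me3 peptide (12.5 µM in substrate mix) is demethylated by KDM5BΔAP, 200 nM final, after 10 min compound exposure. Formaldehyde product is coupled through FDH (0.25 U/mL in mix) to NADH fluorescence; 30-min ΔRFU feeds dose-response curves.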
Numbers without * were called inactive; ? = inconclusive; [ ] = another dose, or the depositor's remark. Potency is read from the fitted curve at half-maximal effect. Not all compounds are listed. The share of hits here may be higher or lower than overall.

SMILES	KDM5B inhibitor
Cc1cccc(C(=O)N2CCCCCCNC(=O)[C@@H]3C[C@@H](c4nc(-c5cnccn5)no4)C[C@@H]32)c1	-5%
COCC1CN(C(C)=O)CC12CCN(Cc1cccc(OC)c1)CC2 (stereo not drawn)	?
O=C(O)CCC(=O)N[C@H]1CCN2C(=O)c3ccc(Cl)cc3NC(=O)[C@H]12	-17%[86.2 µM]
COc1ccc(OC)c(NC(=O)CCNC(=O)Cn2cnc3ccccc3c2=O)c1	-13%
COCC(=O)N1CCC(Oc2ccc(C(=O)NC3CCOC(C)(C)C3)cc2)CC1 (stereo not drawn)	17%
CN(C)[C@H]1C[C@@H](Cc2cc(CCO)on2)C1(C)C	2%[115 µM]
O=C(O)CNC/C=C/c1ccccc1	-11%
O=C(CN1C(=O)NC2(CCS(=O)(=O)CC2)C1=O)Nc1cc(F)cc(F)c1	?
Cc1ccc(C(=O)NCCc2nc3cc(NC(=O)c4ccccc4C)ccc3n2C)cc1F	15%
CCc1ccc(S(=O)(=O)N2CCN(C(=O)c3cc(C)on3)CC2)cc1	-1%
O=C(c1ccccc1NS(=O)(=O)c1cccc([N+](=O)[O-])c1)N1CCCC1	24%
CC(=O)N1CC2(Cc3ccccc31)CN(C(=O)NC1CCCC1)C2	0%[86.2 µM]
O=C(NNS(=O)(=O)c1ccccc1[N+](=O)[O-])c1cccs1	22%
CC(=O)N1CCC2(CC1)CC(N(Cc1ccc(F)cc1)C1CC1)CCO2 (stereo not drawn)	-6%
c1cncc(-c2nc3ncccc3[nH]2)c1	35µM*
CN(C)CCO[C@H]1C[C@@H](O)C12CCN(C(=O)Cc1ccc3ccccc3c1)CC2	-8%
COc1cc(CNn2cnnc2)ccc1OCc1ccccc1F	16%
O=C(CN1C(=O)NC2(CCS(=O)(=O)CC2)C1=O)Nc1ccccc1	9%
COc1ccc(-n2ncc3c2CC(C)(C)CC3NC(=O)c2ocnc2C)cc1 (stereo not drawn)	7%
C=CCNC(=O)O[C@@H]1CC[C@]2(C)C(CC[C@@H](O)[C@H]2CC(=O)NCc2ccc3c(c2)OCO3)[C@]1(C)CO (stereo partly drawn)	7%
CCn1cc(CN2CCc3nn(CC4CC4)c(=O)n3CC2)cn1	-13%
COc1cccc(N2CCN(S(=O)(=O)c3cc(-c4cc(C)no4)ccc3C)CC2)c1	0%
Cc1cc2c(c(=O)n1CCN(C)C)C(c1ccc(Cl)cc1Cl)C(C#N)=C(N)O2 (stereo not drawn)	6%
Cc1ccc(OCc2ccc(C(=O)N3C[C@H](C4CC4)[C@@H](N)C3)cc2)cc1	-14%
CCCCCCC/C=N/NC(N)=S	?

(cont.)
SMILES	KDM5B inhibitor
O=C(Cc1ccc(O)cc1)N/N=C/c1cccs1	-5%
O=C(CN1C(=O)CCSc2ccccc21)Nc1ccccc1F	15%
COc1ccc(-c2nc3ccccc3o2)cc1NC(=O)c1ccc(OCC(C)C)cc1	-6%
COc1ccc(-c2noc(-c3cccn3CC(=O)Nc3cccc(F)c3)n2)cc1F	-27%
CCOc1c(CNc2ccc(N3CCOCC3)c(C(=O)O)c2)cccc1OC	0%
COc1ccc(-c2c(C)oc3cc(OCCN4CCN(C)CC4)ccc3c2=O)cc1	0%
CCN(CC)c1cc(C)c2cc(NC(=O)c3ccccc3Cl)ccc2n1	-29%
Cc1ccc(S(=O)(=O)Oc2cccc(/C=N/Nc3ccc(C(=O)O)cc3)c2)cc1	-8%
COCCN(C(=O)c1oc2ccccc2c1COC)c1c(N)n(CC(C)C)c(=O)[nH]c1=O	?
Cc1ccc(S(=O)(=O)n2nc(C)c(S(=O)(=O)N3CCC(C)CC3)c2C)cc1	?
N#Cc1ccc(CN2CCCC(c3nc(-c4cnccn4)no3)CCNC(=O)CC2)cc1 (stereo not drawn)	?
O=C(CSc1nc(=O)n(CCN2CCOCC2)c2c1CCC2)Nc1ccccc1	-16%
COc1ccc(C2C(C#N)=C(N)Oc3n[nH]c(C)c32)cc1 (stereo not drawn)	?
CC(C)CCn1c(CN(C)Cc2ccccc2)nc2c1c(=O)n(C)c(=O)n2C	15%
O=C(CNCC1CCCCC1)Nc1ccc(OC(F)(F)F)cc1	?
Cc1cc(/C=N/O)c(C)n1-c1ccncc1	-17%
O=C(Cc1c[nH]c2ccccc12)N1CCC2(CC1)CC(CO)N(C(=O)c1ccccc1)C2 (stereo not drawn)	16%
C/C(=N/Nc1ccc(S(N)(=O)=O)cc1[N+](=O)[O-])c1ccccc1Br	-7%
O=C(c1cccs1)N1CCC(N2CC(OCC3CC3)C23CCOCC3)CC1 (stereo not drawn)	6%
CCOC(=O)c1sc(N)c(C#N)c1C	-30%
O=C(c1ccc(OC2CCN(C(=O)C3CCOC3)CC2)nc1)N1CCOCC1 (stereo not drawn)	14%
O=C1COc2ccc(-c3ccoc3)nc2CN1Cc1ccccc1	32µM*
CC(=O)Nc1ccccc1-c1nc2ccccc2n(CC(=O)Nc2ccc(C)c(Cl)c2)c1=O	-16%
O=C(c1ccn[nH]1)N1CCc2n[nH]c(=O)n2CC1	12%
Cc1cc(CN(C)C(=O)c2csc3nc(-c4cccc(C(F)(F)F)c4)cn23)on1	-2%

New compounds follow.
SMILES	KDM5B inhibitor
Brc1ccc(Nc2c3c(nc4nncn24)CCC3)cc1	6%
CN1CCC(NC(=O)c2n[nH]c3c2CN(C(=O)c2ccc(F)cc2F)CC3)CC1	38%[activator]
COc1ccc(N2CCN(C(=O)c3nc(SC)ncc3Cl)CC2)cc1	1%
CC(=O)c1ccc(S(=O)(=O)N2CCN(C(=O)c3cc(C)n(C(C)C)c3C)CC2)cc1	-25%
Cc1cc(C(=O)NCC(=O)Nc2c(C)cccc2C)c2ccccc2n1	-8%
CN(C(=O)CCc1ccsc1)C1CCCCC1	18%
Cn1c(=O)c2c(ncn2CCCOc2ccccc2)n(C)c1=O	18%
O=C(CN1CCN(c2ccccc2F)CC1)NC(=O)NCC(F)(F)F	19%
Cn1cccc1C(=O)N1C[C@@H](CO)[C@H](c2nc(C3CC3)no2)C1	-1%
COC(=O)c1sccc1NC(=O)c1ccnn1C	-2%
CCc1nn2c(=O)cc(COC(=O)c3cccc(NC(=O)COc4ccccc4)c3)nc2s1	-13%
COc1ccc(C)cc1-n1nnnc1SCn1nnc2ccccc2c1=O	9%
COc1ccc(C(=O)NC[C@H]2O[C@H](Cc3cc(COc4ccccc4)on3)CC[C@@H]2O)cc1	-12%
COc1ccc(/C=C(\C#N)C(=O)Nc2cccc(C(F)(F)F)c2)cc1OC	6%
COc1ccc(C(=O)N2CCN(c3cc(-c4cccs4)[nH]n3)CC2)c(C)c1	-25%
C#CCNC(=O)C[C@@H]1c2nc(NC(=O)c3c(F)cccc3F)sc2C[C@@H]2[C@](C)(CO)[C@H](O)CC[C@]21C	-6%
COc1cccc(NC(=O)NC[C@H]2O[C@@H](CO)[C@@H](O)[C@H]2N(C)CCN(C)C)c1	?
O=c1[nH]c(=O)n(CC2CCCO2)c2nccc(-c3cccc4ccccc34)c12 (stereo not drawn)	?
COc1ccc(NS(=O)(=O)c2ccc(S(=O)(=O)N(C)C)cc2)cc1S(N)(=O)=O	25%
Cc1ccc2c(c1)nc1n2[C@@H](CNS(=O)(=O)c2ccccc2)COC1	-19%[86.2 µM]
COc1ccc(-c2cc(N3CCCN(C(=O)c4ccc(NC(C)=O)cc4)CC3)n[nH]2)cc1	10%
COc1ccccc1CNC(=O)Cn1ccc2cc(Cl)ccc21	10%
COc1ccccc1C1CNC(=O)c2nc(-c3cc(C(C)(C)C)[nH]n3)[nH]c2C1 (stereo not drawn)	19%
CCCCN(C)CCCN1C(=O)c2ccccc2C1C(=O)NC1CCCCC1 (stereo not drawn)	18%
Cc1ocnc1C(=O)N1CCc2nc(N)nc(N3CC[C@H](O)C3)c2CC1	-14%

Records listed above marked active in KDM5B inhibitor:
SMILES	KDM5B inhibitor
c1cncc(-c2nc3ncccc3[nH]2)c1	35µM*
O=C1COc2ccc(-c3ccoc3)nc2CN1Cc1ccccc1	32µM*

Reprinted at random: three records from the list, in no set order.
SMILES	KDM5B inhibitor
COc1ccc(-c2cc(N3CCCN(C(=O)c4ccc(NC(C)=O)cc4)CC3)n[nH]2)cc1	10%
CN(C(=O)CCc1ccsc1)C1CCCCC1	18%
COc1ccccc1CNC(=O)Cn1ccc2cc(Cl)ccc21	10%

As a working copy, some entries already given.
SMILES	KDM5B inhibitor
Cc1ccc2c(c1)nc1n2[C@@H](CNS(=O)(=O)c2ccccc2)COC1	-19%[86.2 µM]
COc1ccc(-c2cc(N3CCCN(C(=O)c4ccc(NC(C)=O)cc4)CC3)n[nH]2)cc1	10%
COc1ccccc1CNC(=O)Cn1ccc2cc(Cl)ccc21	10%
COc1ccccc1C1CNC(=O)c2nc(-c3cc(C(C)(C)C)[nH]n3)[nH]c2C1 (stereo not drawn)	19%
CCCCN(C)CCCN1C(=O)c2ccccc2C1C(=O)NC1CCCCC1 (stereo not drawn)	18%

More compounds.
SMILES	KDM5B inhibitor
COc1cc(C)c2c(c1C)C[C@H]([C@H](C)C(=O)NC1CCCC1)CC2	?
O=C(/C=C/c1ccc(F)cc1)c1cccc(N2CCOCC2)c1	-13%
CC(NC(=O)c1ccco1)c1ccccc1OC(F)F (stereo not drawn)	-13%
COc1ccc(C2CCCN2C(=S)Nc2cccc(C)c2)cc1OC (stereo not drawn)	22%
CCCc1cnc(C)nc1N1CCC(c2nnc(CN(C)C)n2CC)CC1	23%
Cc1cc(NC(=O)Nc2ccc(Cl)cc2)n(C)n1	-26%
CC(C)(C)C1CCC2(CC1)NC(=O)N(CC(=O)NCc1ccc3c(c1)OCO3)C2=O (stereo not drawn)	-2%
COCCn1c(=O)[nH]c2cc(C(=O)N3CCN(c4ccccc4)CC3)ccc2c1=O	-2%
O=C(C1CC(=O)N(c2ccc3c(c2)OCCO3)C1)N1CCN(S(=O)(=O)c2ccc(F)cc2)CC1 (stereo not drawn)	23%
COc1ccc(-n2nc(C(=O)NCC(=O)N3CCN(Cc4ccccc4)CC3)c3ccccc3c2=O)cc1	?
Cc1cc(C(=O)OCC(=O)NC(C)(C)C)c2ccccc2n1	?
O=C(NCCc1ccccc1)c1nnn2c1COC(c1ccc(Br)cc1)C2 (stereo not drawn)	28%
O=C(NCC(c1ccc(F)cc1)N1CCOCC1)c1nn(-c2ccccc2)c(=O)c2ccccc12 (stereo not drawn)	7%
COc1ccccc1-c1ccnc(-c2nnc(C)n2Cc2ccncc2)c1	?
O=C(Nc1nc2ccc(S(=O)(=O)N3CCCC3)cc2s1)c1ccc(F)cc1	?
OC(c1cccc(C(F)(F)F)c1)c1nc(Nc2cccc(Cl)c2)n[nH]1 (stereo not drawn)	-3%[86.2 µM]
COc1ccc(OC)c(NC(=O)c2cc(S(=O)(=O)NCCc3ccc(Cl)cc3)ccc2F)c1	?
CCCCOc1ccc2c(C)c(CCC(C)C)c(=O)oc2c1	-3%
CC(C)(C)CC(=O)N[C@H]1C[C@@H](Cc2cc(CN3CCN(c4ccccc4)CC3)on2)C1(C)C	-11%
CSc1ccc(C(=O)Nc2cc(C)ccc2F)cc1	7%
S=C(NCCc1ccc(Cl)cc1)Nc1ccc(Oc2ccccc2)cc1	4%
Cc1ccc2c(c1)N(C(C)C(=O)NCc1ccccn1)C(=O)CO2 (stereo not drawn)	26%
COc1ccccc1OCCNC(=O)[C@H]1CCC[C@H]1NC(=O)c1cnc(C)cn1	-21%
O=C(NC1CC1)c1cc(-c2ccc(Br)cc2)nc2ccccc12	-13%
CCN1C(=O)C2(CCN(C(=O)NC3CCCCC3)CC2)c2ccccc21	-10%

More compounds follow:
SMILES	KDM5B inhibitor
Cc1ccccc1CSCc1ccc(C(=O)NCCc2ccccc2)o1	-26%
CCOc1ccc(NC(=O)N2CCc3cc(OC)c(OC)cc3C2CNC(=O)C2CC2)cc1 (stereo not drawn)	0%
CC(C)c1nc2c(c(-c3ccc(Cl)cc3)n1)CCN(Cc1ccsc1)CC2	?
CC(CN1CCCC1)OC(=O)c1ccc(C(C)(C)C)cc1 (stereo not drawn)	-19%
CCc1ccc(-c2cc3c(=O)[nH]nc(SCC(=O)NC4CCCCC4)n3n2)cc1	-1%
CCOC(=O)C1=C(CN2CCN(c3ccc(C)cc3C)CC2)NC(=O)NC1c1ccc(OC)cc1 (stereo not drawn)	-30%
CCCCCn1c(=O)[nH]c2cc(C(=O)N3CCN(c4cccc(OC)c4)CC3)ccc2c1=O	11%
CCN(CC)CCNC(=O)C(=O)NCC(c1ccc2c(c1)OCO2)N1CCOCC1 (stereo not drawn)	-24%
CC(COc1ccc(Br)cc1)CN1CCC(C(O)(c2ccccc2)c2ccccc2)CC1 (stereo not drawn)	1%
COc1ccc(CN2CCOc3nc(-c4ccc(C(=O)N(C)C)cc4)ncc3C2=O)cc1	-4%[86.2 µM]
O=c1oc2ccc3ccccc3c2cc1-c1nnc(Nc2ccccc2F)s1	-9%
Cc1ccc(N/N=C(\C#N)C(=O)c2ccsc2)cc1	25%
CCSc1nnc(-c2c[nH]c3ccccc23)n1C1CC1	7%
O=C(CN1CCN(c2ccc([N+](=O)[O-])c3cnccc23)CC1)Nc1ccc(OC(F)(F)F)cc1	-15%

Arranged by value in KDM5B inhibitor (high to low): 3 of the compounds above
SMILES	KDM5B inhibitor
O=C(C1CC(=O)N(c2ccc3c(c2)OCCO3)C1)N1CCN(S(=O)(=O)c2ccc(F)cc2)CC1 (stereo not drawn)	23%
O=C(c1ccn[nH]1)N1CCc2n[nH]c(=O)n2CC1	12%
COc1ccc(N2CCN(C(=O)c3nc(SC)ncc3Cl)CC2)cc1	1%

Screening results as filed in PubChem.
